Assay outcomes from PubChem BioAssay.
D1 allo mod: allosterically modulates the human D1 dopamine receptor. 5.9% of 58,000 active. HEK293 D1, CRE-luciferase, dopamine EC30 potentiation; actives deviate in either direction. P21728. B-score at 10 µM;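 active means luminescence count or its row- and column-corrected plate score outside the 99.7% band of the plate's sample wells, on either side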
S1P1 ag-PAM: S1P1 (human) agonism or agonism potentiation. S1P1 CRE-bla cells, forskolin, beta-lactamase FRET, potentiator mode; S1P1 agonist co-added at EC20, 2 nM; 100% = saturating reference agonist, 0% = basal. 0.57% of 56,000 active. P21453. activation, % at 9.5 µM;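 active means activation above a cutoff set at the mean activation of all tested compounds plus 3 SD, cut at about 54% in these data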;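 further: forskolin at 4 µM as EC80 and the EC20 agonist is SEW2871; 100% = SEW2871 at its EC100 plus forskolin at EC80; some compounds past the cut are filed as inactive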
Jurkat tox 60K: reduces viability or proliferation of Jurkat cells; inhibition, % at 4 µM; Jurkat E6.1 viability, ATP luminescence, 48 h; 1.2% of 56,000 active;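 active means inhibition above the mean inhibition of all tested compounds plus 3 SD, cut at about 28% in these data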
S1P3 agonist: S1P3 (human) receptor agonism. Q99500. S1P3 NFAT-BLA reporter cells, FRET ratio; relative to 1 µM S1P, basal subtracted. activation, % at 4.5 µM. 0.1% of 60,000 active;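 active means activation above the screen-wide mean plus 3 SD, cut at about 4.5% in these data, passing the limit was not always enough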; further: some compounds called inactive have numbers as strong as hits
Target sequence (Q99500 whole entry, looked up): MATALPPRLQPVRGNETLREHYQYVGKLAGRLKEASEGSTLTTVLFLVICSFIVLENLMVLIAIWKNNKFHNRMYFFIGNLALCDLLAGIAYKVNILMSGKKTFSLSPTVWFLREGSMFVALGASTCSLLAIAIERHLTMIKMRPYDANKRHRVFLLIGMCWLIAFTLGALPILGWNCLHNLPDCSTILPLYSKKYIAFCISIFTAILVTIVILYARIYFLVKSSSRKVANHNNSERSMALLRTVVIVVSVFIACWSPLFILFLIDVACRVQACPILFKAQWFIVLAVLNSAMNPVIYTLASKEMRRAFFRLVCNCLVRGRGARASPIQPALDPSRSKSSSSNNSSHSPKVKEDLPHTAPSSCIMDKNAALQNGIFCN
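Measure – % activation relative to 1 µM S1P (100%), per plate · System – stable CHO line with human S1P3, Gα16, NFAT-BLA reporter · Timing – cells plated overnight, compound 4 h 37 °C, substrate 2 h RT · Technique – fluorescent BLA substrate, ex 405 nm, em 460/535 nm ratio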
TNAP act DEA: activates human TNAP at intermediate phosphate acceptor concentration; purified TNAP, CDP-star luminescence, 100 mM DEA, 30 min; hits give high values; scale: 0 levamisole-inhibited, 1 vehicle-only enzyme; 64,000 tested, under 10 active; activation factor at 20 µM; P05186;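 active means activation factor of at least 2 at 20 µM, relative to controls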
Target sequence (P05186 whole entry, looked up): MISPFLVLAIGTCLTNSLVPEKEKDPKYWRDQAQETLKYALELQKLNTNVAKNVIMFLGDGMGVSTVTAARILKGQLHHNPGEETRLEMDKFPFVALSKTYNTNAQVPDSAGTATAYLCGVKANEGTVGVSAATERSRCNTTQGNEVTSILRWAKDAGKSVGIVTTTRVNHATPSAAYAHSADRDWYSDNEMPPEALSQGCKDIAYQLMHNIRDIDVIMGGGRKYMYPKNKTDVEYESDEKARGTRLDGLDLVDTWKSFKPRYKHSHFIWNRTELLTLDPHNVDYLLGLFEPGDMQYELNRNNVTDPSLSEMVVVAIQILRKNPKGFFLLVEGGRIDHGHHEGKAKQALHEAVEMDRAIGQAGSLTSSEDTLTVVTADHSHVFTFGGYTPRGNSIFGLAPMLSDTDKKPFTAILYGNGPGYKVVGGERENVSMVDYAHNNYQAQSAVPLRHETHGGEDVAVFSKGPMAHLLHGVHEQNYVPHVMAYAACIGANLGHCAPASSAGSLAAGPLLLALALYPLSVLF
HEK293 NFkB inh: lowers PMA/ionomycin-induced NF-kB signal in HEK293 cells | AID 465 | HEK-293 NF-kB luciferase reporter, luminescence | inhibition, % at 3 µM | 0.21% of 62,000 active;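 active means inhibition above the mean of all tested compounds plus 3 SD, cut at about 40% in these data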;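 further: 0% = stimulated DMSO wells and 100% = 10 µM reference inhibitor 5653914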
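Signal: luciferase luminescence; Material: HEK-293 cells with stable firefly luciferase reporter driven by four HIV NF-kB elements; Probe or stimulus: PMA with ionomycin; Replication: tested once; Times: 1 h compound pretreatment, then 16 h stimulation at 37 °C, 5% CO2; Benchmarks: DMSO and 10 µM reference inhibitor; Evaluation: per-plate % inhibition versus controls.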
M1 antagonist: M1 muscarinic receptor (rat) antagonism; P08482; B-score at 10 µM; 3.4% of 64,000 active; CHO-M1 cells, Fluo-4 calcium, ACh EC80 antagonist mode; hits give low values;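 active means calcium fluorescence response, raw or row-and-column corrected B-score, differing from the plate sample mean either way at a set confidence level, mostly lower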
Ec RNAP inh: Escherichia coli RNA polymerase inhibition. P0A8V2. E. coli RNA polymerase, fluorescence transcription assay. inhibition, %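 (tested at 10 µM)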. 0.2% of 62,000 active. AID 559; in the data active means inhibition above about 20%;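 further: 0% = enzyme without compound and 100% = no enzyme blank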
M1 agonist: M1 muscarinic receptor agonism; CHO-M1 cells, Fluo-4 calcium fluorescence, agonist mode; hits give high values; B-score at 10 µM; 3% of 64,000 active;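 active means fluorescence rise, raw or as B-score row- and column-corrected plate score, outside the 99.7% band of its plate's samples, either direction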
* = called active by the depositor; . = not tested or not shown.

1. CCn1c(=O)c(C(=O)NCCCO)c(O)c2ccccc21
2. Nc1nnnn1N=C1CCCCC1
3. O=C(CN1CCN(C(=O)c2cccs2)CC1)Nc1ccc(Br)cc1
4. COCCCNC(=O)CN(c1cccc(Cl)c1)S(C)(=O)=O
5. CC1(Cc2cn(CCC#N)c3ccccc23)OCCO1
6. CCOc1ccc(NC(=O)COC(=O)c2cccnc2)cc1
7. Cc1ccc(C(O)c2nc3ccccc3n2C(C)C)cc1 (configuration not stated)
8. CCn1c(SCc2ccccc2)nnc1-c1ccc(S(=O)(=O)N2CCCCC2)cc1
compound no.	1	2	3	4	5	6	7	8
S1P3 agonist	-0.5	-4.4	-0.9	-1.8	0.0	-1.7	-1.0	-1.5
M1 agonist	0.73	-0.87	-0.43	.	0.26	0.81	0.037	0.3
HEK293 NFkB inh	7	.	8	-2	-9	11	10	19
Jurkat tox 60K	0	.	3	-2	-3	-2	5	16
S1P1 ag-PAM	-10	5	0	-1	2	-7	-25	43
D1 allo mod	2	.	-0.46	0.31	0.7	-1.1	.	.
TNAP act DEA	0.9	0.9	1	0.9	0.9	0.9	1	0.8
Ec RNAP inh	13	-1	-6	7	6	6	-1	-3
M1 antagonist	0.58	-0.11	-0.38	.	-0.28	1.7	-0.57	-2*

9. O=C(CN1C(=O)NC(Cc2ccccc2)C1=O)Nc1ccc(F)cc1 (configuration not stated)
10. CC(=O)Nc1cc2c(=O)n(Cc3ccccc3)c(C)nc2cc1N1CCOCC1
11. Cn1c(SCC(N)=O)nnc1C1CCN(C(=O)NCc2ccccc2)CC1
12. O=C(c1sc2ccccc2c1Cl)N(Cc1ccco1)C1CCS(=O)(=O)C1 (configuration not stated)
13. COc1ccc(OC)c(NC(=O)c2cc3sccc3n2C)c1
14. CCC1Sc2ccccc2N(CC(=O)NCc2ccc3c(c2)OCO3)C1=O (configuration not stated)
15. CC1CCN(S(=O)(=O)c2ccc(Cl)cc2)CC1
16. O=C(NCc1ccco1)c1ccc2snnc2c1
compound no.	9	10	11	12	13	14	15	16
S1P3 agonist	-0.2	-0.8	-0.2	-1.1	-0.4	-0.5	-1.8	.
M1 agonist	0.47	-0.85	-0.5	0.037	0.21	3.6	0.6	-1.8
HEK293 NFkB inh	17	15	4	9	16	14	16	15
Jurkat tox 60K	3	7	-1	3	-1	5	9	.
S1P1 ag-PAM	-25	-14	18	23	17	5	-6	.
D1 allo mod	.	0.54	-0.21	1.4	0.42	-2.6*	0.52	0.087
TNAP act DEA	0.9	0.9	0.8	0.9	0.9	0.9	0.9	1
Ec RNAP inh	1	7	7	1	3	-2	10	5
M1 antagonist	0.82	0.21	0.26	0.0036	0.14	-1.2	-0.0098	-1.3

17. O=C(NCCc1ccccc1)c1ccc(-n2cnnn2)cc1
18. CCCC(=O)Nc1cc(OCC)c(NC(=O)NC2CCCCC2)cc1OCC
19. CCSc1nnc(N2C(=O)CC(c3ccsc3)C3=C2CC(C)(C)CC3=O)s1 (configuration not stated)
20. Cc1oc(-c2ccccc2F)nc1CS(=O)CC(=O)NCc1cccs1 (configuration not stated)
21. Cc1ccc(NC(=O)c2cc(-c3ccco3)on2)cc1
22. COc1cc(NC(=O)c2nnn(Cc3ccc(SC)cc3)c2N)cc(OC)c1
23. CCc1ccccc1NC(=O)c1cnc2scc(C)n2c1=O
24. NC(=O)/C(=N\O)c1ccccc1
compound no.	17	18	19	20	21	22	23	24
S1P3 agonist	0.0	-1.2	-0.8	-1.7	-0.4	-0.9	0.0	-2.9
M1 agonist	.	-0.1	0.45	0.22	-0.028	0.0018	0.37	-0.69
HEK293 NFkB inh	2	-10	11	14	-5	-1	15	.
Jurkat tox 60K	1	-7	8	-1	-1	0	-1	.
S1P1 ag-PAM	-6	4	-14	22	11	12	-12	18
D1 allo mod	.	0.34	0.5	0.54	-0.3	1.5	0.6	0.14
TNAP act DEA	1	1.1	0.8	0.9	0.9	0.9	1	0.9
Ec RNAP inh	4	0	3	2	1	7	-8	-11
M1 antagonist	.	0.059	0.0064	1	-0.88	0.023	-0.31	-0.77

25. Cn1cnc(S(=O)(=O)Nc2ccc(C(F)(F)F)cc2)c1
26. CCN1CCN(Cc2ccc(NC(=O)Nc3ccccc3OC)cc2)CC1
27. CCOC(=O)N1CCC(NC(=O)C(C)n2c3ccccc3c3cnn(C)c(=O)c32)CC1 (configuration not stated)
28. COc1ccc(C2NC3=C(CCC3)C3(C#N)C(OC)(OC)N=C(N)C23C#N)cc1 (configuration not stated)
29. COc1ccc(C2C3=C(CCCC3=O)Nc3nc(-c4cc(OC)c(OC)c(OC)c4)nn32)cc1OC (configuration not stated)
30. Cc1cc(NC(=O)CSc2nc3ccccc3c(=O)n2Cc2ccc(F)cc2)no1
31. COC(=O)c1cc(Br)c(=O)n(CCC2=CCCCC2)c1
32. N#Cc1nc(-c2cccs2)oc1NCc1ccc2c(c1)OCO2
compound no.	25	26	27	28	29	30	31	32
S1P3 agonist	-0.4	-0.4	-0.6	-3.0	-0.9	-0.3	-0.6	-5.6
M1 agonist	0.91	-0.081	0.039	-0.49	1.5	0.36	-0.28	-0.71
HEK293 NFkB inh	-16	3	13	.	1	6	6	.
Jurkat tox 60K	-11	0	-5	.	7	-5	-3	.
S1P1 ag-PAM	-10	-28	5	0	-37	12	-6	-22
D1 allo mod	0.014	-2.4	-0.29	.	-3*	0.031	-0.15	16*
TNAP act DEA	0.8	1.1	0.9	0.8	1	1	0.9	0.9
Ec RNAP inh	2	-1	2	-3	2	5	0	-7
M1 antagonist	0.092	-1.3	-0.0079	-1.3	-1.5	0.11	-0.21	-0.44

33. Cc1nc2ccc(Cl)cc2nc(C)/c1=N\O
34. C=CCn1c(N)c(C(=O)NCc2ccco2)sc1=S
35. COc1ccccc1N1CCN(C(=O)Nc2cccc(C)c2)CC1
36. CN(Cc1ccco1)C(=O)C1CCC(=O)N1Cc1ccc(F)cc1 (configuration not stated)
37. O=C1c2ccccc2C(Nc2ccc(F)cc2F)N1CCN1CCOCC1 (configuration not stated)
38. COCCn1nnnc1C(c1cc2cc(C)cc(C)c2[nH]c1=O)N1CCN(c2ccccc2F)CC1 (configuration not stated)
39. COc1ccc(N(CC(=O)NCc2ccc3c(c2)OCO3)S(=O)(=O)c2c(C)nn(C)c2C)cc1
40. Cc1cc(NC(=O)CN2CCN(c3ncccn3)CC2)no1
compound no.	33	34	35	36	37	38	39	40
S1P3 agonist	0.2	-0.4	-0.8	-0.3	-1.3	0.2	-1.8	.
M1 agonist	-0.081	-0.33	-0.3	0.19	0.55	-0.14	-0.03	-2.1
HEK293 NFkB inh	-28	5	9	21	20	6	8	5
Jurkat tox 60K	7	0	-2	5	12	3	6	.
S1P1 ag-PAM	-1	.	0	-14	-12	1	-1	.
D1 allo mod	-0.51	0.64	0.16	0.37	-0.82	-2	-0.053	.
TNAP act DEA	0.9	0.9	0.9	.	0.9	0.9	1	0.9
Ec RNAP inh	5	7	-1	.	5	3	6	6
M1 antagonist	0.98	0.52	-0.016	-0.015	-0.055	-0.083	0.86	0.15

41. CC(=O)CCc1ccc(OCCCCn2cncn2)cc1
42. Cc1sc2nc(C3CC3)nc(NCCNS(C)(=O)=O)c2c1C
43. COc1ccccc1-c1cc(C(=O)N2CCCCC2)no1
44. Oc1ccccc1-c1nc(NCc2ccco2)c2ccccc2n1
45. COC(=O)c1c(NC(=O)c2cccs2)sc2c1CCCC2
46. CCCC(c1nnnn1Cc1ccc(OC)cc1)N1CCN(c2ccccc2)CC1 (configuration not stated)
47. O=C(Cn1ncc2c1-c1ccccc1OC2)N1CCN(c2ccccn2)CC1
48. CCOC(=O)Cc1cc(=O)n2[nH]c(C)cc2n1
compound no.	41	42	43	44	45	46	47	48
S1P3 agonist	-0.2	-0.5	-0.4	-4.8	-0.5	-0.9	0.2	-0.5
M1 agonist	-0.29	0.0089	0.73	5.6	-1.3	0.054	-1.8	2.2
HEK293 NFkB inh	11	10	-32	.	-2	29	11	-4
Jurkat tox 60K	-3	1	2	.	-1	10	3	0
S1P1 ag-PAM	-1	6	0	-2	-15	-4	-12	-5
D1 allo mod	0.092	6.5*	-0.11	.	1.5	-1.8	0.83	-0.44
TNAP act DEA	0.9	0.9	1	0.9	0.9	0.8	0.8	0.9
Ec RNAP inh	12	9	6	.	5	-2	9	.
M1 antagonist	-0.032	0.21	0.45	-0.61	0.05	-1.8	0.15	-1.4

49. CCOC(=O)c1sc(NC(=O)c2ccc(Br)o2)cc1C
50. COCCn1nnnc1C(CC(C)C)N1CCN(C(=O)c2ccco2)CC1 (configuration not stated)
51. COC(=O)C(C)N(C#N)c1nc(C)nc(C)n1 (configuration not stated)
52. Cc1cc(-c2ccc(Cl)cc2)n2nc(N)nc2n1
53. CCC12CN3CC(CC)(CN(C1)C3c1ccccc1Cl)C2O (configuration not stated)
54. COc1ccc(-c2noc(CSc3nnc(CCc4ccccc4)n3-c3ccccc3)n2)cc1OC
55. C=CCSc1nnc(-c2ccccc2NC(=O)CC)c(=O)[nH]1
56. O=C(c1ccco1)N1CCN(C(=O)C2CCN(S(=O)(=O)c3cnc[nH]3)CC2)CC1
compound no.	49	50	51	52	53	54	55	56
S1P3 agonist	.	-0.2	-0.9	-0.2	0.6	-0.7	0.6	0.9
M1 agonist	0.53	0.23	0.057	-0.42	0.84	-0.25	-1.1	-0.67
HEK293 NFkB inh	-45	2	16	13	10	7	10	3
Jurkat tox 60K	.	-6	1	2	-7	5	-4	0
S1P1 ag-PAM	.	10	-21	-62	-14	3	-5	-5
D1 allo mod	-3.9*	1.2	0.58	2.8	-0.7	7.2*	.	-0.58
TNAP act DEA	1	1	1	0.9	0.9	0.8	1	1
Ec RNAP inh	4	8	3	3	7	10	11	1
M1 antagonist	-0.66	0.27	0.42	0.24	-1.9	-1.4	0.61	0.019

57. C=C(C)Cn1c(CCCNC(=O)CC)nc2ccccc21
58. Cc1n[nH]c(C)c1N1C(=O)c2cccc3c(N4CCCCCC4)ccc(c23)C1=O
59. N#Cc1c(/N=C/c2ccco2)sc2c1CCCCC2
60. CCOC(=O)Cc1nnc(NC(=O)C(CC)Sc2nnc3c4ccccc4n(C)c3n2)s1 (configuration not stated)
61. CCCn1nnnc1SCC(=O)Nc1nnc(CC)s1
compound no.	57	58	59	60	61
S1P3 agonist	.	-1.5	0.0	-0.1	-0.5
M1 agonist	0.13	451*	0.78	-0.75	2.6*
HEK293 NFkB inh	16	14	-6	14	5
Jurkat tox 60K	.	7	4	1	-2
S1P1 ag-PAM	.	55	-15	-4	-24
D1 allo mod	-0.72	1.4	-4.2*	1.7	-0.0065
TNAP act DEA	.	0.7	1	0.9	0.9
Ec RNAP inh	.	-6	-1	5	1
M1 antagonist	0.6	-14*	-0.54	-0.73	-0.077
